# Screens deposited in PubChem BioAssay by National Center for Advancing Translational Sciences (NCATS).
# ERK EGF block: qHTS Assay for Inhibitors of the ERK Signaling Pathway using a Homogeneous Screening Assay; Stimulation with EGF | HEK293-V1b, EGF-stimulated phospho-ERK AlphaScreen | Potency, µM (doses to about 11.5 µM), for the others: top-dose activity change, negative = inhibition, most hits filed as inhibitors | 130,000 tested, 0.41% active; active means well fitted inhibition curve with a large enough effect; inconclusive means small, poorly fitted or top-dose-only effect, or effect the other way;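 further: plate controls were stimulated vehicle wells for no effect and unstimulated vehicle basal for full effect; nearly all actives have a fitted effect of over 55% in size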
#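 Compounds are titrated over HEK293-V1b cells kept overnight in 1% FBS. After 30 min at 37C, EGF (25 nM final) triggers ERK phosphorylation for 5 min, measured by AlphaScreen in lysates.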
# Active calls of the source: *; u = inconclusive; & = joins results of further samples; [ ] = dose if it differs, or a comment. Potency means the concentration at half of the fitted maximal effect. Not all compounds are listed (hit frequency here may not be typical).
SMILES,ERK EGF block
CN(Cc1ccc(F)cc1)Cc1nc(-c2cnccn2)no1,-15%
O=C(CN1CCOCC1)Nc1ccc2c(c1)OCO2,3%
COc1cc(OC)cc(C(=O)Nn2cnnc2)c1,1%[57.5 µM]
CC(O)[C@H]1CNC(=O)C(=O)N1CCc1cccc2ccccc12 (some centres not stated),-9%[57.5 µM]
CC(CCc1ccccc1)NC(=O)c1nnc(Cc2ccc(F)cc2)o1 (configuration not stated),8%
COc1ccc(-c2[nH]ncc2CN2CCCC(C(=O)c3ccc(OC)cc3OC)C2)cc1 (configuration not stated),-6%
CC(CCc1ccccc1)NC(=O)Cc1ccc([N+](=O)[O-])cc1 (configuration not stated),4%
COc1ccccc1C1C([N+](=O)[O-])=CC([N+](=O)[O-])=CN1C (configuration not stated),1%
COc1ccc(-c2cc(C(F)(F)F)nc(SCC(=O)NCc3ccco3)n2)cc1OC,10%
COc1ccc(CCC(=O)Nc2cc(S(C)(=O)=O)ccc2Cl)cc1,2%
COc1cccc(NC(=O)Nc2ccc(C)c(Cl)c2)c1,-4%
CN(C)/C=C/C(=O)c1c(F)cccc1F,-5%[57.5 µM]
CC(C)C(=O)NC(=S)Nc1ccc(S(=O)(=O)N2CCCC2)cc1,3%
Cc1ccc(Cl)cc1N=C(N)N=C(N)N,-1%
O=C1C2CSCN2C(=O)CN1CCCN1CCN(C(c2ccccc2)c2ccccc2)CC1 (configuration not stated),3%
c1ccc(COc2cccc(CNCc3cccnc3)c2)cc1,u
CC1(C)Cc2c(c(N3CCOCC3)nc3sc(C(=O)N4CCCCC4)c(N)c23)CO1,-1%
CC(C(=O)N1CCOCC1)c1ccc([N+](=O)[O-])cc1 (configuration not stated),5%
CCc1ccccc1NC(=S)N(CCCN1CCOCC1)Cc1ccccn1,0%
CCOC(=O)c1c(NC(C)=O)sc2c(OCCN(CC)CC)c(Br)ccc12,9%
CCN1CCN(C(=S)Nc2ccc3nc(N4CCN(CC)CC4)cc(C)c3c2)CC1,-4%
COc1c(C)cc(Br)cc1C(=O)Nc1ccccc1N1CCN(C(=O)c2ccccc2)CC1,-5%
Cc1ccc(S(=O)(=O)/N=C(\Nc2cccc(C)c2)Nc2nc(C)cc(C)n2)cc1,2%
S=C1SCN(Cc2ccco2)CN1Cc1ccco1,-1%[57.5 µM]
O=c1cc(CSc2ccc(Cl)cc2)nc(-c2ccncc2)[nH]1,9%
Cc1cc(-c2ccc(Br)s2)nc(-n2cccc2)n1,-6%
CC(=O)CCc1ccc(OC(=O)c2cccnc2)cc1,-1%
CC[n+]1ccc(/C=C2\Sc3ccccc3N2CCCS(=O)(=O)[O-])c2ccccc21,-6%
O=C(NCC(=O)N(Cc1ccccc1)C(C(=O)NC1CCCC1)c1ccncc1)c1ccco1 (configuration not stated),-9%
CC(OC(=O)C1CCCCC1)c1nc2ccccc2[nH]1 (configuration not stated),-6%
Cn1c(SCc2ccc(Cl)cc2)nnc1-c1ccc2nonc2c1,8%[57.5 µM]
COC(=O)[C@@H](NC(=O)O[C@@H]1C(=O)c2cc(Br)ccc2O[C@H]1c1cccc(OC)c1)C(C)C,8%&-2%
CC(=O)Oc1c(-c2ccccc2)oc2c(CC=C(C)C)c3c(c(OC(C)=O)c2c1=O)C=CC(C)(C)O3,22%
COc1ccc(NC(=O)N2CC3(CCN(C(=O)c4cccn4C)CC3)C2)cc1,5%
Cc1ccc(/C=[N+](/C)[O-])cc1,-8%
CCC(=O)N1CCCn2c1nc1ccccc12,-2%
COc1ccc(C(=O)NC(=S)Nc2ccc(N3CCN(C(C)=O)CC3)cc2)cc1[N+](=O)[O-],-4%[57.5 µM]
CCC(C)NC(=S)Nc1ccccc1 (configuration not stated),9%[57.5 µM]
O=C(Nc1ccccc1CC[N+](=O)[O-])N1CCN(c2ccccc2)CC1,0%
Cc1cccc(-c2nc(CSc3nc4c(c(=O)[nH]3)CCC4)c(C)o2)c1,5%
COc1ccc(/C=N/n2c(-c3n[nH]c4c3CCC4)n[nH]c2=S)cc1OC,0%
COc1ccc(Cc2nc3ccccc3[nH]2)cc1OC,-11%
CC12CCC(C(=O)N(CCCCN3CCN(Cc4ccccc4)CC3)C1=O)C2(C)C (configuration not stated),4%[57.5 µM]
CCOc1cc(NS(=O)(=O)c2ccc(NC(C)=O)cc2)c(OCC)cc1NC(=O)c1cccs1,10%
Cc1cc(C)cc(Oc2nc3ccccn3c(=O)c2/C=C(\C#N)C(=O)NC2CCS(=O)(=O)C2)c1 (configuration not stated),-4%[57.5 µM]
N#C/C(=C\c1ccccc1OCc1ccc(C(=O)O)cc1)c1ccccc1,-2%
Cc1ccc(S(=O)(=O)Nc2ccc(NC(=O)Nc3ccc(F)cc3F)cc2)cc1,-4%
CCN(CC)CCOc1ccc2c(c1)C(=O)c1cc(OCCN(CC)CC)ccc1-2,19%
O=S(=O)(NCCN1CCOCC1)c1ccc2c(c1)OCCO2,-3%
CC(=O)c1cc2c(cc1NC(=O)c1ccccc1C)OCO2,-9%
CCCC1Nc2ccc(C(=O)O)cc2C2C=CCC12 (configuration not stated),6%
COc1ccc(/C=C/C(=O)N(c2ccccn2)C2CCCCC2)cc1OC,1%
COc1cc2nc(CN3CCC(C(O)(c4ccccc4)c4ccccc4)CC3)[nH]c(=O)c2cc1OC,-10%
COc1ccc(C2CC(=O)C3=C(C2)Nc2ccccc2N(C(=O)CCC(=O)O)C3c2ccc(F)cc2)cc1OC (configuration not stated),2%[57.5 µM]
O=C(c1cc(F)cc2c1OCOC2)N1CCN(c2ccc(F)cc2)CC1,4%[57.5 µM]
COc1ccccc1-c1cncnc1-n1ccnc1,10%
Cc1ccccc1OCC(=O)NNC(=O)CSc1nc(N)cc(N)n1,12%
O=C(NC(=S)NNC(=O)c1ccccc1O)c1cccnc1,-1%
CC(C)CNc1ncnc2c1cnn2Cc1ccc(Cl)cc1,5%[57.5 µM]
CN(C(=O)COC(=O)/C=C/c1ccc2ccccc2n1)C1CCS(=O)(=O)C1 (configuration not stated),-12%[57.5 µM]

# Shown with each value named: part of the list above.
CC(=O)c1cc2c(cc1NC(=O)c1ccccc1C)OCO2
  ERK EGF block = -9%
CCCC1Nc2ccc(C(=O)O)cc2C2C=CCC12 (configuration not stated)
  ERK EGF block = 6%
COc1ccc(/C=C/C(=O)N(c2ccccn2)C2CCCCC2)cc1OC
  ERK EGF block = 1%

# More records:
SMILES,ERK EGF block
CCc1nnc(NC(=O)CSc2nnc(-c3ccncc3)n2C)s1,0%
CN(C(=O)c1ccc(OC2CCN(CCc3ccccc3)CC2)cc1)C1CCOCC1,0%[57.5 µM]
CN=C(Nc1ccc(Br)cc1)SC1CC(=O)N(c2ccc(OC)cc2)C1=O (configuration not stated),6%
C[C@H](NC(=O)c1nc[nH]c1C(=O)NCCCCCNC(=O)OC(C)(C)C)C(=O)OCc1ccccc1,-4%[57.5 µM]
COc1ccc(NC2=C(c3ccc(OC)cc3)C(=O)c3ccccc32)cc1,3%
CCCNC(=O)c1cccc(NC(=O)C(C)C)c1,-5%
O=C(C1CCCN(Cc2ccccc2F)C1)N1CCc2ccccc2C1 (configuration not stated),10%[57.5 µM]
NS(=O)(=O)c1ccc(N=Cc2c(O)n(-c3nccs3)c(=O)c3ccccc23)cc1,11%[57.5 µM]
CN(CCOC(=O)c1ccc2c(c1)OCCO2)C(C)(C)C,6%
COc1ccc(CCNC(=O)C(=O)NCC2OCCN2S(=O)(=O)c2ccc(Br)cc2)cc1OC (configuration not stated),-10%
O=C(Cn1cc2c(n1)CCCCC2)NC1CCCCCC1,3%
Cc1cc(C(=O)OCC(=O)NC(=O)c2cccn2C)c2ccccc2n1,42%[57.5 µM]
CC(Oc1cccc(Cl)c1)C(=O)NCCCCc1ccccc1 (configuration not stated),-1%
CCCn1c(-c2ccc(F)cc2)nc2c(NCCN(CC)CC)nc(C)nc21,3%
Cc1ccc2c(c1)Oc1ccc(NC(=O)CCCl)cc1C(=O)N2,-1%
O=C(Nc1ccccc1N1CCCC1)c1cccc(Cl)c1Cl,-5%
O=C(COC(=O)C1CCN(S(=O)(=O)c2cccs2)CC1)NCc1ccccc1,-6%
Cc1ccc(C(=O)c2cc([N+](=O)[O-])ccc2N2CCCCC2)cc1,3%
COc1ccc(NC(=O)c2ccc3c(c2)NC(=O)CO3)cc1OC,5%
CC(=O)Nc1ccc(S(=O)(=O)NCc2cccnc2)cc1,4%
Cc1ccc(C(=O)OC2OC(=O)C(Cl)=C2N2CCOCC2)cc1 (configuration not stated),-2%
O=C1C2C3c4ccccc4C(c4ccccc43)C2C(=O)N1c1ccncc1 (configuration not stated),-8%
O=C(CSc1nc2ccccc2s1)N/N=C/c1ccccc1C(=O)O,-3%[57.5 µM]
C[C@@](Cc1ccccc1)(NC(=O)CN)c1ccccc1,0%
O=C(O)CC(c1cccc2ccccc12)N1Cc2ccccc2C1=O (configuration not stated),-5%
CC(=C/c1ccco1)/C=N/NC(=O)c1ccncc1,6%[57.5 µM]
Cc1ccc(Nc2nnc(SCC(=O)Nc3cccc(S(=O)(=O)NC4=NCCCCC4)c3)s2)c(C)c1,-2%
CC(Cc1ccsc1)NC(=O)CCc1nnc(CCc2ccccc2)o1 (configuration not stated),-4%[57.5 µM]
COCC(=O)Nc1ccc(Br)cc1C,2%
COC(=O)N1[C@H]2CC[C@@]3(C)C=C(C)O[C@]1(C)C3c1ccccc12,-13%
COc1cccc(N2C(=O)/C(=C\c3cccs3)NC2=S)c1,6%
Cc1cc(Cl)ccc1OCC(=O)N/N=C/c1ccc(OC2OC(CO)C(O)C(O)C2O)cc1 (configuration not stated),-2%[57.5 µM]
O=C(N[C@@H](Cc1ccccc1)C(=O)CCl)OCc1ccccc1,u
O=C1CS/C(=N/N=C/c2ccccc2OS(=O)(=O)c2ccccc2)N1,-5%
CCOC(=O)Cc1csc(NC(=O)c2ccc(NC(C)=O)cc2)n1,9%
O=C(Nc1nccs1)c1ccc(Br)c(S(=O)(=O)N2CCOCC2)c1,-1%
O=C(CN1C(=O)NC2(CCCC2)C1=O)NCC1CCCO1 (configuration not stated),-6%
CN1CCC(CNC(=O)Nc2csc3ccccc23)CC1,-2%[57.5 µM]
C/C=C/c1ccc(OCc2cc(=O)n3cc(C)ccc3n2)c(OC)c1,-2%[57.5 µM]
O=C1OCC2=C1C(c1ccc(F)cc1)CC(=O)N2c1ccccc1 (configuration not stated),30%
CCc1c(C)nc2ncnn2c1NCCc1ccc(OC)c(OC)c1,6%
N=c1scc(-c2ccccc2)n1/N=C/c1ccco1,-1%
C=CCOC(=O)C1=C[C@@H](c2ccc(C(F)(F)F)cc2)[C@H](CCCO)[C@@H](OCC)O1,-4%[57.5 µM]
Cc1nc(CSc2n[nH]c(=O)n2-c2cccc(F)c2)cs1,1%[57.5 µM]
Cc1ccc(-c2nc(-c3cccnc3)sc2CC(=O)Nc2ccc3nc(C)sc3c2)cc1,-1%
COCCn1c(-c2ccc(Br)cc2)csc1=Nc1cccnc1,u
O=C(NNc1cccc(Cl)n1)c1cccnc1Cl,12%
O=c1c(N2CCOCC2)c(N2CCOCC2)c1=O,-8%[57.5 µM]

# An excerpt from above in order of the ERK EGF block value, high to low:
SMILES,ERK EGF block
CCc1c(C)nc2ncnn2c1NCCc1ccc(OC)c(OC)c1,6%
Cc1ccc(-c2nc(-c3cccnc3)sc2CC(=O)Nc2ccc3nc(C)sc3c2)cc1,-1%
O=C(CN1C(=O)NC2(CCCC2)C1=O)NCC1CCCO1 (configuration not stated),-6%

# Remaining list, next part
SMILES,ERK EGF block
CCCc1cc(C(=O)OC)c(NC(=O)c2cc(C)on2)s1,0%
COCCNC(=O)c1cc2nc3c(c(C(F)(F)F)n2n1)CCc1ccccc1-3,16%
COc1ccc(-n2cc(-c3ccc(OC)c(OC)c3)[nH]c2=S)cc1,1%
COC(=O)C1=C(NC(=O)c2ccccc2[N+](=O)[O-])CCS1,u
COc1ccc(Br)cc1/C=N/N1CCN(Cc2ccccc2)CC1,-1%[57.5 µM]
O=C(NCc1ccc(F)cc1)C(C(=O)NCc1ccc(F)cc1)c1ncc(C(F)(F)F)cc1Cl,-10%
Cc1cc(/C=C2\C(=N)N3N=C(CC(=O)N4CCOCC4)SC3=NC2=O)c(C)n1Cc1ccccc1,-16%[57.5 µM]
C=CCC(C)(NCc1ccccc1)c1ccc(C)cc1 (configuration not stated),-5%
CC(NC(=O)Cc1ccccc1)C(c1ccccc1)N1CCOCC1 (configuration not stated),-2%
Cc1[nH]c2ccccc2c1/C=N/NC(=O)c1cccc(S(=O)(=O)Nc2cccc(C(F)(F)F)c2)c1,-4%
CCN(CC(=O)Nc1ccccc1OC)CC(=O)Nc1c(Cl)ccc(C)c1Cl,-3%
COC(=O)C1=C(C(=O)OC)[C@@H]2N(C)c3ccc(OC)cc3[C@@]23C[C@@H](C(=O)OC)N=C3N1,11%[57.5 µM]

# Single entries from the list.
# ERK EGF block with Cc1[nH]c2ccccc2c1/C=N/NC(=O)c1cccc(S(=O)(=O)Nc2cccc(C(F)(F)F)c2)c1 is entered as -4%
# ERK EGF block with Cc1cc(/C=C2\C(=N)N3N=C(CC(=O)N4CCOCC4)SC3=NC2=O)c(C)n1Cc1ccccc1 is entered as -16%[57.5 µM]
# ERK EGF block with CC(NC(=O)Cc1ccccc1)C(c1ccccc1)N1CCOCC1 (configuration not stated) is entered as -2%
# ERK EGF block with CCN(CC(=O)Nc1ccccc1OC)CC(=O)Nc1c(Cl)ccc(C)c1Cl is entered as -3%

# The list goes on.
SMILES,ERK EGF block
CCCS(=O)(=O)N1CCN(Cc2c[nH]c3ccccc23)CC1,0%
O=C(C1=C[C@H](c2coc3ccccc3c2=O)C[C@H](OCc2ccc(CO)cc2)O1)N1CCN(Cc2ccc3c(c2)OCO3)CC1,-1%[57.5 µM]
COCC(C)NCC(=O)NC(C)CCc1ccccc1 (configuration not stated),-3%
Cc1ccc(Cn2ncc3c(N4CCN(CCc5ccccc5)CC4)ncnc32)cc1,u
